Screens: PubChem BioAssay, several laboratories
Rac1 GTP hydrolysis – MgcRacGAP GTPase-activating activity inhibitors, confirmation, biochemical, ADP Hunter fluorescence. MgcRacGAP-stimulated Rac1 GTP hydrolysis, ADP Hunter fluorescence; higher % means a stronger effect; GST-tagged Rac1 F28L mutant substrate. inhibition, % at 30 µM, or IC50 in µM where a hit was titrated. 0.6% of 340,000 active;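 active = first-screen hits whose inhibition reached a set limit at any dose in the follow-up dose series; inconclusive = inhibition above the set first-screen limit but never retested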;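 also: fluorescence reports GDP produced by GAP-driven GTP hydrolysis; strong numbers were not always called active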
Large T inhibition – TAg ATPase/helicase activity blockers – biochemical (AID 1903); SV40 large T antigen ATPase/helicase inhibition assay; higher % means a stronger effect; one-dose inhibition, % at 20 µM; IC50 in µM for titrated hits; 0.39% of 310,000 active; in the data active = a potency from the dose series; inconclusive = inhibition mostly from about 32% at the one dose, without a potency; inactive = the rest, 99 in 100 with inhibition below about 32%; also: strong numbers were not always called active
GPR55 LPI antagonism – inhibition of LPI-stimulated GPR55 beta-arrestin translocation – imaging, U2OS, beta-arrestin-GFP, LPI agonist, primary screen (AID 2013); U2OS GPR55 beta-arrestin-GFP translocation imaging, LPI antagonism; higher % means a stronger effect; inhibition, % at 10 µM; hits with a dose series show IC50 in µM; 0.13% of 290,000 active;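 active = spots per cell inhibited over 60%, with over 100 cells counted and total cytoplasm intensity under 500,000; inconclusive = wells with under 100 cells, flagged as likely toxic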;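 also: U2OS cells stably carrying GPR55 and arrestin-GFP stimulated by 5 µM LPI near EC80; imaged beta-arrestin-GFP aggregate spots per cell after agonist stimulation; plate controls were LPI-stimulated DMSO wells for no effect and DMSO wells without LPI for full effect; some results filed as inactive read as strong as hits; confirmed hits need IC50 under 10 µM and bright autofluorescent wells are also inconclusive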
NS5 inhibitors – Dengue-2 NS5 methyltransferase inhibitors, primary screen, biochemical, confirmation dose response (AID 588689); inhibition, % at 25 µM, or IC50 in µM where a hit was titrated; Dengue-2 NS5 methyltransferase capping enzyme assay, biochemical; higher % means a stronger effect; 0.3% of 340,000 active; in the data active = a potency from the dose series; inconclusive = inhibition above about 29% without an active follow-up result
K1F lysis inhibition – inhibition of K1F phage lysis, E. coli UTI89, bacterial capsule biogenesis inhibitors, alamar blue (AID 488966); E. coli UTI89 K1F phage lysis, alamar blue, 2 h; higher % means a stronger effect; inhibition, % at 100 µM, or IC50 in µM where a hit was titrated; 0.02% of 340,000 active;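 active = phage lysis inhibition, versus mean bacterial control, above a set limit; inconclusive = no clear call, values can overlap the other calls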;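 also: capsule biogenesis inhibitors block K1F phage lysis so surviving cells raise fluorescence; higher fluorescence means more inhibition of phage lysis; actives were called in the ten point dose series up to 300 µM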
GPR35 antagonists – inhibition of zaprinast-stimulated GPR35 beta-arrestin translocation – imaging, U2OS, beta-arrestin-GFP, zaprinast agonist, primary screen (AID 2058); 0.052% of 290,000 active; U2OS GPR35 beta-arrestin-GFP translocation imaging, zaprinast antagonism; higher % means a stronger effect; inhibition, % at 10 µM; hits with a dose series show IC50 in µM;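 active = inhibition of at least 50% with at least 30 cells and total cytoplasm GFP at most 10,000,000; inconclusive = under 30 cells or total GFP of 10,000,000 plus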
HIV peptide binding – inhibitors of HIV fusion peptide binding, primary screen, biochemical, uHTS, fluorescence dequenching (AID 1986) | one-dose inhibition, % at 20 µM; IC50 in µM for titrated hits | 0.3% of 290,000 active | cell-free peptide binding, fluorescence dequenching, 30 min; higher % means a stronger effect; in the data active = inhibition mostly above about 52%, no sharp cut-off; inactive = mostly below about 76%; also: some results filed as inactive read as strong as hits
Salmonella PhoP GFP – PhoP-dependent GFP reporter repression – Salmonella Typhimurium, primary screen (AID 1863); S. Typhimurium PhoP-regulated promoter GFP reporter, 4 h; higher % means a stronger effect; one-dose inhibition, % at 50 µM; IC50 in µM for titrated hits; 0.16% of 300,000 active;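 active = inhibition over 29.93%, a cutoff 3 SD above the screen mean, later confirmed by dose response; inconclusive = inhibition over 29.93% but no dose response follow-up; inactive = inhibition at most 29.93% or unconfirmed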;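 also: 0% = low Mg2+ inducing control and 100% = high Mg2+ repressing control; strong numbers were not always called active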
RSV antiviral HEp-2 – RSV antiviral activity via CPE protection, HEp-2 cells, primary 10 µM value included (AID 2391). HEp-2 cells, RSV-induced CPE inhibition; higher % means a stronger effect. CPE inhibition, % at 10 µM, or IC50 in µM where a hit was titrated. 0.13% of 310,000 active; in the data active = a potency from the dose series; inconclusive = CPE inhibition mostly from about 23% at the one dose, without a potency; inactive = the rest, 99 in 100 with CPE inhibition below about 21%; also: strong numbers were not always called active
Starred values were filed as active, the others as inactive; u = inconclusive; x = not tested or not shown; [ ] = remark or other dose. Compounds were not picked by outcome, and some 1.5% of all compounds hit somewhere here.

item	Molecule	NS5 inhibitors	RSV antiviral HEp-2	Rac1 GTP hydrolysis	HIV peptide binding	Salmonella PhoP GFP	GPR35 antagonists	K1F lysis inhibition	GPR55 LPI antagonism	Large T inhibition
1	Cc1ccc(S(=O)(=O)N2CCCC(C(=O)NC3CCCC3)C2)cc1Cl (centres undefined)	-1%	-0.1%	5%	4.4%	-1%	5%	0.1%	4%	2%
2	Cc1ccc(NC(=O)c2ccc(S(=O)(=O)NCC3CCCO3)cc2)cc1 (centres undefined)	-4%	3.3%	2%	-0.3%	15%	6%	0.5%[50 µM]	16%	7%
3	CCOC(=O)Cc1csc(NC(=S)NC(=O)c2cc(OC)cc(OC)c2)n1	7%	-0.3%	0%	-0.4%	-6%	4%	-0.2%	11%	6%
4	COc1ccc(S(=O)(=O)n2ccc(C)n2)cc1C	-1%	0.6%	1%	-0.8%	8%	-1%	0.2%	16%	7%
5	O=C1C2CC=C(Cl)CC2C(=O)N1CCc1c[nH]c2ccccc12 (centres undefined)	-3%	6.8%	4%	-0.3%	-3%	-16%	-0.4%	4%	-1%
6	c1cc2c(cnc3cscc32)s1	-1%	2.2%	10%	1.6%	22%	-2%	0.5%	9%	5%
7	Nc1ccc(C(=O)N2CCCC2)cc1	-1%	1.2%	0%	2.9%	0%	7%	-0.7%	-4%	7%
8	OCCNCCSc1nc(C2CCCCC2)n(-c2ccccc2Cl)n1	-7%	-2.4%	120µM*	-1.0%	-3%	-3%	-0.3%[50 µM]	11%	12%
9	Cc1ccc(C)c(NC(=O)COC(=O)c2ccc(S(=O)(=O)N3CCCCC3)cc2)c1	-2%	0.3%	3%	x	x	x	5.7%	x	x
10	O=Cc1ccc(Oc2cnccn2)cc1	x	0.1%	2%	-1.3%	-2%	-2%	0.4%	2%	3%
11	O=S(=O)(Nc1ccc(O)c2ccccc12)c1ccc(Br)cc1	x	-2.4%	x	22%	6%	-8%	x	-7%	5%
12	O=C(O)COc1ccccc1/C=N/NC(=O)/C(=C\c1ccc2c(c1)OCO2)NC(=O)c1ccccc1	u	-0.6%	-4%	7.5%	-1%	0%	1.6%	17%	5%
13	O=C1CC(c2ccc(S(=O)(=O)N3CCCCC3)cc2)CN1 (centres undefined)	-3%	-0.1%	5%	-0.4%	-2%	3%	-0.2%	7%	0%
14	COC(=O)c1sc2ccc(C)cc2c1C(=O)OC	10%	1.4%	9%	x	4%	x	4.2%	x	4%
15	CCOc1ccc(C(=O)NCC(=O)N2CCC3(CC2)NCCc2[nH]cnc23)cc1	6%	4.2%	7%	1.0%	-11%	6%	0.3%	11%	6%
16	Cc1cc(C)c(S(=O)(=O)N2CCCOC2CNC(=O)C(=O)NCc2ccccn2)c(C)c1 (centres undefined)	-6%	2.7%	9%	0.4%	-6%	-1%	0.3%	2%	4%
17	Cc1nn(Cc2ccc([N+](=O)[O-])cc2)c(=O)n1-c1cccc(F)c1	0%	2.1%	5%	2.1%	3%	1%	0.3%	10%	15%
18	O=C(COc1ccc(Br)cc1)Nc1ccc(S(=O)(=O)Nc2ccccn2)cc1	7%	1.2%	6%	1.8%	12%	-8%	0.6%[50 µM]	-6%	18%
19	COCCNC(=O)c1cccc(OC2CCN(C(C)COc3ccccc3)CC2)c1 (centres undefined)	-15%	1.2%	-4%	0.4%	-3%	2%	-0.8%	6%	8%
20	CCn1cc(CN2CCCC(C(=O)Nc3ccc(-c4cscn4)cc3)C2)cn1 (centres undefined)	5%	0.4%	12%	1.5%	0%	4%	0.1%	-3%	19%
21	COc1cc2ncnc(Nc3ccc4c(c3)OCO4)c2cc1OC	-8%	12%	10%	-2.9%	23%	4%	-0.1%	8%	12%
22	N=C1C(c2ccccc2)=C(O)CN1c1cccc(S(=O)(=O)Nc2cccc(C(F)(F)F)c2)c1	-8%	1.4%	11%	3.6%	-4%	19%	0.2%	4%	14%
23	Cc1c(C)c2ccc(OS(C)(=O)=O)c(C)c2oc1=O	0%	42%	11%	3.0%	2%	-6%	0.4%	4%	11%
24	O=C(Oc1ccccc1)c1ccc2c(c1)C(=O)N(Cc1ccncc1)C2=O	2%	1.9%	12%	-1.0%	-6%	9%	0.3%	6%	12%
25	COc1ccc(-c2csc(NC(=O)C3CC(=O)N(Cc4ccccc4)C3)n2)cc1OC (centres undefined)	-3%	22%	10%	-1.6%	-2%	-6%	-0.2%	6%	15%
26	O=C(Nc1nc2c(s1)CCc1ccccc1-2)c1cccs1	-2%	3.9%	9%	4.6%	-8%	5%	0.1%	5%	0%
27	COC(=O)Cc1[nH]nc2c1C(C1C=CCCC1)C(C#N)=C(N)O2 (centres undefined)	5%	-0.7%	13%	3.2%	-7%	15%	0.8%	6%	20%
28	c1ccc2sc(C3CCN(Cc4nnnn4Cc4ccc5c(c4)OCO5)CC3)nc2c1	0%	9.0%	6%	1.3%	0%	-11%	0.7%	7%	8%
29	CC1(C)N=C(C(=O)c2ccccc2)N(O)C1(C)O (centres undefined)	-5%	0.2%	-2%	0.9%	-12%	12%	-2.6%	-23%	20%
30	CCC(C)(C)NC(=O)C(c1cccc(OC)c1OC)N(CCOC)C(=O)CCC(=O)Nc1cc(C)on1 (centres undefined)	3%	0.9%	5%	1.0%	2%	-12%	0.0%	-3%	1%

The results go on:
item	Molecule	NS5 inhibitors	RSV antiviral HEp-2	Rac1 GTP hydrolysis	HIV peptide binding	Salmonella PhoP GFP	GPR35 antagonists	K1F lysis inhibition	GPR55 LPI antagonism	Large T inhibition
31	O=C(CSc1ccc(Cl)cc1)N1CCN(c2ccc(Cl)cc2[N+](=O)[O-])CC1	-1%	0.2%	4%	-1.6%	-6%	15%	0.1%	-3%	0%
32	O=C(c1cc2ccccc2[nH]1)N1CCOCC1	-6%	2.1%	6%	-0.6%	10%	6%	1.8%[50 µM]	13%	0%
33	CCCC(=O)Nc1ccccc1Sc1ncnc2scc(-c3ccccc3)c12	1%	1.7%	11%	1.7%	-3%	-21%	0.5%[50 µM]	9%	4%
34	CCc1ccc(C(=O)C(C)OC(=O)Cc2n[nH]c(=O)c3ccccc23)cc1 (centres undefined)	-5%	-0.9%	5%	0.5%	3%	-9%	-0.3%	-9%	8%
35	CSc1nnc2c(n1)OC(c1ccsc1)N(C(C)=O)c1ccccc1-2 (centres undefined)	-5%	1.4%	1%	3.3%	-8%	5%	0.6%	3%	-4%
36	Clc1ccccc1Cc1noc(CN2CCSCC2)n1	-15%	3.6%	8%	0.2%	-4%	-7%	0.1%	-17%	-7%
37	CCOc1ccccc1NC(=S)N(Cc1cc2ccc(C)cc2[nH]c1=O)CC1CCCN1CC (centres undefined)	-4%	2.2%	1%	0.9%	15%	7%	4.5%	6%	9%
38	COc1ccc(C(=O)NCC23C=CC(O2)C2C(=O)N(Cc4ccccc4)C(=O)C23)cc1 (centres undefined)	-12%	1.2%	2%	4.3%	-4%	8%	-0.5%	-4%	17%
39	COc1ccccc1Nc1nc(N)nc(CN2CCN(c3ccccc3F)CC2)n1	-4%	1.3%	6%	3.2%	-2%	9%	0.3%	-6%	26%
40	CC(=O)Nc1ccc(C(=O)NNC(=O)c2cccc(C)c2)cc1	-8%	1.2%	14%	-0.3%	0%	4%	0.4%	8%	6%
41	COc1cc(/C=N/NC(=O)Cc2ccccc2)cc([N+](=O)[O-])c1O	19%	1.2%	12%	-2.5%	2%	-1%	0.3%	12%	9%
42	Cc1cc(Nc2ccccc2)nn1C(=O)c1ccc(Br)cc1	2%	-0.5%	16%	-1.8%	0%	-14%	-0.1%	8%	-3%
43	CN(C(=O)CSc1nnc(-c2ccncc2)n1C)C1CCS(=O)(=O)C1 (centres undefined)	-12%	1.4%	12%	24%	-4%	-8%	0.7%	6%	27%
44	O=C(NCCN1C(=O)C2C3C=CC(C3)C2C1=O)Nc1ccccc1O (centres undefined)	-3%	2.7%	8%	13%	7%	-16%	4.7%	19%	4%
45	Cc1ccc(OCc2ccc(C#N)cc2)c(C(=O)c2cc(C#N)c(=O)n(C3CC3)c2)c1	1%	0.2%	4%	1.0%	-5%	7%	0.5%	-4%	0%
46	COc1ccccc1C#Cc1ccc2c(=O)c3ccccc3n(C)c2c1	1%	5.2%	10%	1.4%	-12%	-8%	0.8%	6%	15%
47	Cc1csc(C(=O)O)c1NC(=O)c1cccc([N+](=O)[O-])c1	x	-1.6%	x	-0.4%	-3%	-13%	x	-3%	5%
48	Cn1ccnc1SCC(=O)c1c[nH]c2ccccc12	x	0.6%	6%	-0.1%	-4%	-8%	0.8%	5%	5%
49	Cc1ccccc1NCCC(=O)Nc1ccc(F)cc1	-6%	0.7%	6%	-1.1%	3%	8%	0.0%	-1%	3%
50	Cc1ccc(NC(=O)CN(C)C(=O)c2sc3cc(Cl)ccc3c2Cl)cc1	1%	-0.7%	4%	x	-7%	x	1.2%[50 µM]	x	7%
51	O=C(Nc1ccc(NC(=O)C2CCCCC2)cn1)c1ccco1	-6%	0.0%	1%	2.5%	6%	20%	2.8%	5%	7%
52	CCOC(=O)CN(C(=O)CSc1nnc(CNc2ccc(C)cc2C)o1)c1ccccc1	-5%	1.2%	12%	-0.8%	6%	0%	0.5%	-2%	2%
53	COc1ccc(Br)cc1CNC(=O)Nc1cccs1	-7%	1.3%	-5%	0.9%	7%	0%	-0.4%	0%	5%
54	CC(=O)Oc1ccc(OC(C)=O)c(SCCCCCCl)c1	-4%	x	-8%	-0.5%	-1%	-1%	-0.7%	-10%	8%
55	Cc1c(/C=N\NC(=O)c2ccc([N+](=O)[O-])cc2)cnn1C	-3%	0.3%	2%	-0.1%	-6%	6%	0.9%[50 µM]	2%	6%
56	Cc1nc2sc(C(c3cccs3)N3CCN(Cc4ccccc4)CC3)c(O)n2n1 (centres undefined)	0%	-0.5%	12%	-0.4%	-3%	-1%	3.0%	59%	4%
57	COc1ccc(C2SCC(=O)N2c2c(C)n(C)n(-c3ccccc3)c2=O)c(OC)c1 (centres undefined)	-5%	1.1%	2%	0.2%	-4%	1%	0.4%	14%	4%
58	O=C(CSc1ncn[nH]1)N1N=C2/C(=C/c3ccccc3)CCCC2C1c1ccccc1 (centres undefined)	-10%	7.4%	16%	2.5%	-2%	-10%	0.0%	10%	5%
59	c1ccc(COn2c(-c3ccccc3)nc3c2CCc2nonc2-3)cc1	-3%	2.7%	13%	2.9%	-6%	8%	0.5%	8%	3%
